# Assay outcomes: PubChem, National Center for Advancing Translational Sciences (NCATS)
# HT1080 IDH1KD tx – toxicity to HT-1080 IDH1 knockdown cells (counter line); AID 686971; HT-1080 IDH1 knockdown viability, ATP luminescence, 48 h; actives 2% (n = 360,000); Potency, µM (series often up to 46.1 µM), for inactives: top-dose activity, negative = toxicity, actives largely listed as cytotoxic;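 also: potency is read from the fitted curve at half-maximal effect; 0% = DMSO wells and -100% = cell-free medium wells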
#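 IDH1KD HT-1080 cells, 750/well, RPMI + 5% FBS; compound pinned after 2 h settling; 48 h, 37 °C; CellTiter-Glo luminescence; % activity normalised to DMSO and no-cell wells; curves fitted, classed by r2 and efficacy.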
# ATXN viability – reduces viability in counter-screen for ATXN expression inhibitors; actives 0.49% (n = 400,000); S2 cells (HEK-293 line with an ATXN2-luciferase reporter) viability, CellTiter-Fluor protease fluorescence, 24 h; AID 651635; Potency, µM (series often up to 56.7 µM), hits mostly cytotoxic; also: potency is read from the fitted curve at half-maximal effect; nearly all actives have a fitted effect of over 40% in size
# HT1080NT lethal – kills 2HG-producing HT-1080-NT fibrosarcoma cells | HT-1080-NT fibrosarcoma viability, CellTiter-Glo ATP luminescence, 48 h | Potency, µM (titrated, usually from 46.1 µM), without a hit: at the highest dose activity, negative = less viability, actives largely listed as cytotoxic | actives 1.6% (n = 360,000) | AID 686970;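 also: NT is the 2HG producing partner of a matched IDH1 knockdown line; potency is read from the fitted curve at half-maximal effect; 0% = DMSO-treated cells and -100% = media-only wells without cells; nearly all actives have a fitted effect of over 55% in size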
#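 Fibrosarcoma NT cells, 750 per well in 5% FBS RPMI, were exposed to compound for 48 hours. Viability: CellTiter-Glo luminescence.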
# KB-V1 cytotox – KB-V1 MDR subline cytotoxicity | KB-V1 MDR cells viability, CellTiter-Glo, 72 h | Potency, µM (top dose mostly 46.1 µM), for inactives: top-dose activity change, negative = cytotoxicity, hits mostly cytotoxic | actives 3.4% (n = 400,000); also: potency is read from the fitted curve at half-maximal effect; % is scaled to controls: 0 for no effect and ±100 for the full control effect; nearly all actives have a fitted effect of over 60% in size
#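 Potencies derive from concentration-effect curves fitted to normalized luminescence (CellTiter-Glo) of KB-V1 cells treated for 72 h at 37 degrees C in phenol-red-free DMEM containing 10% FBS.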
# ATXN2 expr inh – inhibitors of ATXN2 expression. actives 0.72% (n = 360,000). AID 1745845. HEK-293 ATXN2-luciferase reporter, luminescence, 24 h. Potency, µM (doses to about 57 µM), for the others: at the highest dose activity change, negative = inhibition, usual class: inhibitors; also: potency is read from the fitted curve at half-maximal effect; % is scaled to controls: 0 for no effect and ±100 for the full control effect; nearly all actives have a fitted effect of over 55% in size
#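 ATXN2-luciferase reporter cells (luciferase flanked by upstream and downstream ATXN2 gene portions) were treated 24 h at 37 °C with compounds at up to 57 uM. SteadyGlo luminescence gave expression; GF-AFC fluorescence gave viability.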
# KB-3-1 cytotox – kills parental KB-3-1 adenocarcinoma cells; KB-3-1 viability, CellTiter-Glo ATP luminescence, 72 h; Potency, µM (doses to about 46.1 µM), without a hit: top-dose activity change, negative = cytotoxic, usual class: cytotoxic; actives 1.4% (n = 400,000); AID 1347075; also: potency is read from the fitted curve at half-maximal effect; % is scaled to controls: 0 for no effect and ±100 for the full control effect; nearly all actives have a fitted effect of over 60% in size
#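 72 h, 37 °C compound treatment of KB-3-1 parental cells; CellTiter-Glo added, 10 min, luminescence read. Data corrected against DMSO-only plates and normalized before curve fitting.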
# MCF10A rerep – DNA re-replication induction in MCF 10a cells | MCF 10A DNA re-replication, Hoechst nuclear intensity, 48 h | Potency, µM (top dose mostly 46.1 µM), without a hit: top-dose activity, positive = re-replication, most hits filed as activators | actives 2.9% (n = 350,000) | AID 624296; also: potency is read from the fitted curve at half-maximal effect; % of control where 0% means no effect; nearly all actives have a fitted effect of over 50% in size
# SW480 rereplic – inducers of DNA re-replication in SW480 colon cancer cells; SW480 DNA re-replication, Hoechst DNA content imaging, 48 h; Potency, µM (titrated, usually from 46.1 µM), for inactives: at the highest dose re-replication activation, most hits filed as activators; actives 1.8% (n = 340,000); AID 624297; also: potency is read from the fitted curve at half-maximal effect; % of control where 0% means no effect; nearly all actives have a fitted effect of over 55% in size
#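 Image-based read-out: total Hoechst fluorescence of nuclei (405 nm excitation, 500-530 nm emission), with hits raising the fraction of high-intensity nuclei. SW480 colon cells incubated 48 hr with compounds at 37 C.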
# IL-1B inflam inh – inhibitors of inflammasome signaling (IL-1 beta secretion); THP-1 LPS/ATP IL-1B secretion, AlphaLISA, 16 h; hits give low values; actives 4.7% (n = 360,000); activity change, % at 57.5 µM; AID 743279; in the data active = activity change below about -50%; inconclusive = mostly about -30% to -49%; also: % is scaled to controls: 0 for no effect and ±100 for the full control effect
#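 THP-1 cells pretreated 1 hr with compounds (up to 57.5 uM final), then stimulated with LPS (250 ng/mL final) plus ATP (1.25 mM final); secreted IL-1B measured by AlphaLISA after 16 hr, decreased signal indicating inhibition.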
# The depositor's hits bear a star; i = inactive; u = inconclusive; x = not tested or not shown; [ ] = another dose, or the depositor's remark. Unless noted, calls follow the shape of the dose curve; as a rule, active = well fitted curve in the direction sought with a large enough effect; inconclusive = small, poorly fitted or top-dose-only effect, or another doubt; inactive = no such curve, though single readings can be large; an effect the other way counts as inactive or inconclusive.
SMILES,HT1080 IDH1KD tx,ATXN viability,HT1080NT lethal,KB-V1 cytotox,ATXN2 expr inh,KB-3-1 cytotox,MCF10A rerep,SW480 rereplic,IL-1B inflam inh
COC(=O)[C@H](CC(C)C)NC(=O)/C=C/[C@H]1O[C@@H](n2cc(C)c(=O)[nH]c2=O)C[C@@H]1O,26.5%,i,20.6%,3.3%,13.1%,0.0%,x,x,-18.7
COC(=O)[C@H]1C[C@@]2(O)CN(S(=O)(=O)c3ccc(C)cc3)C[C@@]2(OC(=O)NCc2ccc(OC)c(OC)c2)C[C@H]1C(=O)OC,27.9%,i,7.7%,-0.3%,8.7%,7.5%,x,x,-22.0
CCC(C)NC(=O)CSc1nc2c(sc3ccccc32)c(=O)n1CCc1ccccc1 (stereo not drawn),x,i,x,-13.5%,6.3%,-1.5%,x,x,x
Cc1ccc(C(=O)NNC(=O)C2CCCN(c3ncccn3)C2)cc1 (stereo not drawn),4.9%[9.24 µM],i,-3.8%,-16.9%,-10.7%,6.8%,u,-0.7%,7.6
Cn1c(SCC(=O)c2ccc(F)cc2)ncc(C(=O)Nc2ccccc2)c1=O,3.5%,u,4.4%,-6.6%,9.5%,1.3%,3.2%,3.3%,-2.6
O=C(COC(=O)Cn1cnc2ccccc21)Nc1cccc(S(=O)(=O)N2CCOCC2)c1,10.4%,u,16.4%,14.7%,-22.0%,2.1%,-0.3%,23.7%,0.0
COc1cc(CNC(=O)c2cc(-c3cc(F)ccc3OC(C)C)n[nH]2)cc(OC)c1,u,u,u,-4.8%,0.0%,-0.6%,x,x,u
COc1ccc(-n2c3c(cc(C(=O)NCc4ccco4)c2=O)C(=O)CC(C)(C)C3)cc1,4.4%,i,2.1%,u,3.7%,-7.1%,15.4%,-3.6%,0.2
Oc1cccnc1SCc1ccccc1,0.6%,i,1.5%,0.0%,37.2%[activator],-12.6%,-2.3%,-1.5%,38.0
CCC(C)NS(=O)(=O)c1ccc(OCC(=O)NCc2cccnc2)cc1 (stereo not drawn),-0.5%,i,0.3%,17.2%,2.5%,-1.1%,1.0%,-1.8%,20.9
CC(=O)c1c(C)n(-c2ccccc2)c2ccc(O)cc12,1.8%,i,0.0%,u,20.3%,-14.9%,9.9%,-7.9%,0.0
CCOC(=O)C1(Cc2ccc(OC)cc2)CCN(C(=O)CN2CCN(CC)CC2)CC1,3.2%,i,0.4%,2.9%,11.0%,13.9%,-1.4%,1.3%,-13.2
O=C(N/N=C/c1ccc(Sc2nc3ccccc3[nH]2)o1)c1ccncc1,-2.3%,i,3.5%,-7.2%,4.5%,1.3%,10.4%,-6.2%,-5.3
Cc1cc(C)n(C2CC(=O)N(c3ccccc3)C2=O)n1 (stereo not drawn),11.8%,i,-5.1%,8.9%,7.9%,9.4%,-2.4%,-2.4%,16.0
CC(C)(C)NC(=O)C(c1ccc(O)cc1)N(C(=O)CCC(=O)Nc1nccs1)c1ccc(F)cc1 (stereo not drawn),-26.1%,i,2.2%,16.3%,-10.4%,9.8%,-12.0%,7.2%,19.5
O=C(c1ccc(Cl)cc1)N1CCCC(C(=O)N2CCCCC2)C1 (stereo not drawn),10.5%,i,11.0%,-3.7%,6.6%,-0.2%,0.1%,-15.1%,5.5
CCN1CCN(c2cc(SC(C)C)nc(-c3ccc(OC)cc3)n2)CC1,-18.8%,u,-17.7%,u,u,u,u,u,-81.6*
CC1Oc2ccccc2OC1(O)c1ccc2ccccc2n1 (stereo not drawn),-2.2%,i,12.1%,12.0%,10.1%,0.7%,8.3%,6.6%,-0.3
CCOC(=O)CSc1cc(=O)n(C)c2cc(Cl)ccc12,8.9%,i,7.1%,u,-2.9%,9.6%,-0.8%,0.1%,-6.1
CCCN(c1ccccc1F)S(=O)(=O)c1cc(-c2cc(C)no2)ccc1OC,-5.3%,i,-10.2%,-9.7%,x,-18.0%,-1.6%,-6.8%,1.2

# Quoted at random: 6 compounds from above
SMILES,HT1080 IDH1KD tx,ATXN viability,HT1080NT lethal,KB-V1 cytotox,ATXN2 expr inh,KB-3-1 cytotox,MCF10A rerep,SW480 rereplic,IL-1B inflam inh
O=C(N/N=C/c1ccc(Sc2nc3ccccc3[nH]2)o1)c1ccncc1,-2.3%,i,3.5%,-7.2%,4.5%,1.3%,10.4%,-6.2%,-5.3
O=C(c1ccc(Cl)cc1)N1CCCC(C(=O)N2CCCCC2)C1 (stereo not drawn),10.5%,i,11.0%,-3.7%,6.6%,-0.2%,0.1%,-15.1%,5.5
COC(=O)[C@H](CC(C)C)NC(=O)/C=C/[C@H]1O[C@@H](n2cc(C)c(=O)[nH]c2=O)C[C@@H]1O,26.5%,i,20.6%,3.3%,13.1%,0.0%,x,x,-18.7
CCOC(=O)CSc1cc(=O)n(C)c2cc(Cl)ccc12,8.9%,i,7.1%,u,-2.9%,9.6%,-0.8%,0.1%,-6.1
CC(=O)c1c(C)n(-c2ccccc2)c2ccc(O)cc12,1.8%,i,0.0%,u,20.3%,-14.9%,9.9%,-7.9%,0.0
Cc1ccc(C(=O)NNC(=O)C2CCCN(c3ncccn3)C2)cc1 (stereo not drawn),4.9%[9.24 µM],i,-3.8%,-16.9%,-10.7%,6.8%,u,-0.7%,7.6

# Other records
SMILES,HT1080 IDH1KD tx,ATXN viability,HT1080NT lethal,KB-V1 cytotox,ATXN2 expr inh,KB-3-1 cytotox,MCF10A rerep,SW480 rereplic,IL-1B inflam inh
COC(=O)c1nc2n(n1)C(c1ccc(OC)c(OC)c1)C(C(=O)OC1CCCCC1)=C(C)N2 (stereo not drawn),5.7%,i,0.4%,-1.0%,9.2%,16.6%,151.8%[0.0737 µM],3.7%,4.4
Cc1ccc2oc3nc(C)c(C(=O)Nc4cccc(C(F)(F)F)c4)cc3c(=O)c2c1,-3.8%,i,1.5%,u,1.6%,10.1%,8.1%,2.4%,-6.3
Nc1ccccc1-c1ccn[nH]1,u,i,1.8%,12.4%,-8.5%,6.1%,8.0%,u,11.6
C/C(=N/NC(=O)CN1CCN(Cc2ccccc2Cl)CC1)c1ccncc1,3.5%,i,0.8%,1.8%,-19.0%,2.2%,1.0%,-1.0%,-0.2
COc1ccccc1C1=NOC(C)(c2sc(-c3ccccc3)nc2C)C1 (stereo not drawn),-0.7%,i,4.8%,4.5%,27.3%,12.4%,-0.6%,u,8.9
c1ccc2c(c1)CCN(c1nc(CN3CCOCC3)nc3sc4c(c13)CCCC4)C2,-21.8%,u,-14.6%,u,-21.8%,u,u,-3.9%,-51.3*
COc1cccc(C(=O)C[n+]2ccccc2/C=N/O)c1,22.3%,i,10.0%,3.7%,2.1%,0.9%,u,-695.3%[inhibitor],12.4
CCN1CCN(S(=O)(=O)c2ccc(Cl)c(C(=O)Nc3nnc(CC(C)C)s3)c2)CC1,-7.2%,i,-14.0%,-19.9%,-0.9%,-13.5%,5.8%,4.4%,0.0
CC(=O)c1c(C)[nH]c(C(=O)OCC(=O)NCCc2ccc(F)cc2)c1C,-11.2%,i,-22.3%,u,-3.8%,-18.0%,3.4%,-14.9%,48.3
CCOC(=O)/C(C(=O)Nc1ccc(Br)cc1)=C1/NC(C)(C)Cc2ccccc21,20.8%,i,0.0%,15.0%,26.0%,6.6%,u,-3.5%,1.9
O=C(O)CC/C(=N\Nc1ccc([N+](=O)[O-])cc1)c1ccccc1,-13.4%,i,-17.6%,10.2%,-2.8%,1.9%,u,-0.2%[9.22 µM],6.7
CC(=O)c1sc(N/N=C2\CC3CC2C(C)C3(C)C)nc1C (stereo not drawn),u,i,-9.0%,-22.8%,29.7%,-14.1%,77.3%,20.6%,16.5
C=CCNC(=S)N1CCN(CCN=CC2=C(O)CC(c3ccco3)CC2=O)CC1 (stereo not drawn),3.7%,i,4.7%,u,6.0%,20.2%,3.5%,-11.7%,38.7
COC(=O)c1sccc1NC(=S)Nc1cc(C)cc(C)c1,0.0%,i,0.2%,u,-17.8%,-5.4%,-1.8%,-4.7%,16.5
CCc1noc(C)c1C(=O)NNC(=O)COc1ccc(C)cc1,2.5%,i,11.9%,2.7%,-3.6%,18.3%,u,u,-7.9
Cc1ccc(C)c(C(=O)CCC(=O)N2CCN(c3cccc(C(F)(F)F)c3)CC2)c1,-11.2%,i,-1.0%[9.24 µM],-27.4%,-17.1%,-5.2%,17.8%,18.8%,2.0
Cc1ccc(NC(=O)CSc2nc(O)cc(=O)n2C)cc1,6.7%,i,6.3%,u,-0.2%,u,-3.5%,-1.8%,3.6
Cc1nnc(SCc2ccccc2Cl)n(N)c1=O,-14.2%,i,-10.8%,-11.5%,9.2%,1.4%,6.2%,-0.7%,0.8
COc1ccc(S(=O)(=O)N2CCCC2CNC(=O)c2cccc(OC)c2)cc1 (stereo not drawn),0.0%,i,5.4%,-21.9%,2.1%,3.7%,1.6%,4.4%,-9.0
Cc1ccc(S(=O)(=O)N2CCCCC2)cc1C(=O)NC1CC(C)(C)NC(C)(C)C1,9.1%,i,9.1%,12.3%,14.7%,-1.5%,1.8%,-92.8%,-5.5
O=C(Nc1ccccc1F)c1ccccc1-c1ccccc1,13.6%,u,15.1%,u,1.1%,12.2%,1.6%,0.2%,13.1
NC1=NC(c2ccccc2)CC(=O)N1 (stereo not drawn),-0.4%,i,0.0%,20.6%,0.8%,4.2%,-5.5%,-3.2%,-2.5
COc1ccc(OC)c(NC(=O)C2CCN(c3ncccn3)CC2)c1,-0.4%,i,5.4%,-2.1%,0.8%,3.5%,-0.3%,1.3%,-15.3
Cc1c(Cl)cccc1NC(=O)c1cc2sccc2n1Cc1ccc(F)cc1,x,i,x,-7.1%,-18.0%,4.5%,x,x,x
CN(/N=C/c1ccc(Br)o1)C1=NS(=O)(=O)c2ccccc21,u,x,u,-6.4%,-23.2%,3.5%,23.1µM*,u,-7.1
CCc1nnc(N/N=C/c2ccc(-c3ccc([N+](=O)[O-])cc3)o2)n1N,-23.9%,i,-18.4%,-3.1%,-8.0%,17.2%,6.6%,-6.1%,-2.1
